# PglD DTNB = PglD (C. jejuni) enzyme inhibition. purified PglD enzyme, DTNB colorimetric CoA detection. inhibition, % at 12.5 µM. hit rate 0.098% among 360,000. AID 602405; in the data active = inhibition above about 16%, passing the limit was not always enough; note: strong numbers were not always called active
# E-sel inducer = E-selectin induction on HUVECs | P16581 | HUVEC E-selectin immunofluorescence imaging; normalized: neutral wells 0, TNF-alpha wells 100 | activation, % at 7.58 µM | hit rate 0.37% among 260,000;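 active = mean E-selectin-positive cell signal at least 10% of the positive control, reached in at least 60% of replicates, without over 20% cell loss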;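 note: in these data hits start at about 27%; measured in HUVEC primary endothelial cells; signal is the percent of cells scored E-selectin positive by PE staining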
# Target sequence (P16581 whole entry, looked up): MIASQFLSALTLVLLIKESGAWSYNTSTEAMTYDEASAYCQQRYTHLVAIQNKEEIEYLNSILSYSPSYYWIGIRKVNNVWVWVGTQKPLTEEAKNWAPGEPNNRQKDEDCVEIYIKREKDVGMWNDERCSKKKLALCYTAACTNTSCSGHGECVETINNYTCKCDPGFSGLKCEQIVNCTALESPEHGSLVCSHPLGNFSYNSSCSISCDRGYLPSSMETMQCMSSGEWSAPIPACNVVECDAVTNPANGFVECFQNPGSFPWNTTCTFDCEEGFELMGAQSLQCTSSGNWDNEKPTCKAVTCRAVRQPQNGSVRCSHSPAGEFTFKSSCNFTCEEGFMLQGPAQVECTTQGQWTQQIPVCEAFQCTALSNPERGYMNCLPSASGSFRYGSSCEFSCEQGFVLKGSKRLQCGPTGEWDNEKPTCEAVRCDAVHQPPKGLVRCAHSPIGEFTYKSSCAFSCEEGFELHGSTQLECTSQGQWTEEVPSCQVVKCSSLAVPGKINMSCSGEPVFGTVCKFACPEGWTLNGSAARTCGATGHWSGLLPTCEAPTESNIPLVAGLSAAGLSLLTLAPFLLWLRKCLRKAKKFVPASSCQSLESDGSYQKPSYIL
#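 assay system = HUVEC, human umbilical vein endothelial cells | input = 3,000 HUVEC seeded per well | medium = EGM-2 growth medium on 0.1% gelatin-coated wells | dosing = one compound dose added by pin transfer | signal = immunofluorescence imaging | read-out basis = % PE-positive cells | control set = TNF-alpha, DMSO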
# RAD52 inh = RAD52 (human) annealing inhibition. recombinant RAD52 DNA annealing, FRET fluorescence. AID 651710. inhibition, % at 18.7 µM. hit rate 0.46% among 360,000. P43351;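 active = every replicate showing at least 50% inhibition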
# Target sequence (P43351 whole entry, looked up): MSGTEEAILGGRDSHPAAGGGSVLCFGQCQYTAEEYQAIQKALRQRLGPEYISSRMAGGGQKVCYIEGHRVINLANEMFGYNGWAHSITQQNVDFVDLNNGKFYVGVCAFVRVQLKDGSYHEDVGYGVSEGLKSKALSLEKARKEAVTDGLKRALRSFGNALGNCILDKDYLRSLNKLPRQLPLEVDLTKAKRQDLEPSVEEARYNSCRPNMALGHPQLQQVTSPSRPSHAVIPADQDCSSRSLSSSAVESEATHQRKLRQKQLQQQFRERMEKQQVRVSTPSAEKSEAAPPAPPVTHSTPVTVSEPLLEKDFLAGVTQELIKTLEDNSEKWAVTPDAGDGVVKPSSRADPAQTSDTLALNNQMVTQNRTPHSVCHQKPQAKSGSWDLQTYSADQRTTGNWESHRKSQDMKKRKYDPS
# ARNT-TACC3 inh = disrupts binding between human ARNT and TACC3. AlphaScreen His-ARNT PAS-B/GST-TACC3 binding, luminescence; TACC3 fragment carries E629A point mutation. inhibition, % at 9.99 µM. hit rate 0.66% among 390,000. Q9Y6A5;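 active = mean inhibition of replicates at least 50% and at least half of replicates each reaching 50%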;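 note: 0% = complete ARNT plus TACC3 wells and 100% = ARNT alone without TACC3; many hits fall short of the cut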
# RAD54 branch = RAD54 (human) branch migration inhibition | Q92698 | RAD54 Holliday junction branch migration, FAM/BHQ fluorescence | inhibition, % at 10.4 µM | hit rate 0.14% among 360,000 | AID 602329;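 active = mean normalized replicate activity at least 40 and at least half of replicates scoring 40 or more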;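 note: 0% = median of neutral control wells and 100% = median of positive control wells; inhibitors cause a drop in the FAM fluorescence signal; in these data hits start at about 50%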
# ERp5 inh = inhibitors of human ERp5 | Q15084 | ERp5 insulin aggregation, absorbance 650 nm, 90 min | inhibition, % at 9.99 µM | hit rate 0.05% among 350,000 | AID 651711;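 active = mean replicate inhibition above about 25%, with every replicate also reaching it, limit read from the data, passing the limit was not always enough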
# esBAF inh = inhibitors of esBAF chromatin remodeling in mouse ES cells; Bmi1-luciferase knock-in reporter, 24 h; 100% = twice the neutral-well signal; reporter increase, % at 12.5 µM; hit rate 2% among 350,000; AID 602393; in the data active = activation above about 40%;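 note: 0% = median of the plate's neutral control wells and 100% = double that signal; a rise in the Bmi1 reporter signal indicates esBAF inhibition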
# Casp6 inh = blocks human caspase-6 cleavage activity | inhibition, % at 12.5 µM | purified caspase-6, Z-VEID-R110 cleavage fluorescence | hit rate 0.53% among 350,000 | P55212;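 active = mean inhibition across replicates at least about 35%, with every replicate also reaching that limit, limit read from the data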;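 note: 0% = median of neutral control wells and 100% = no fluorescence left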
# Starred values were filed as active, the others as inactive; x = not tested or not shown; & = joins results of further samples.
Structure	PglD DTNB	E-sel inducer	RAD52 inh	ARNT-TACC3 inh	RAD54 branch	ERp5 inh	esBAF inh	Casp6 inh
Cc1ccccc1N(C)S(=O)(=O)c1nnc(NC(=O)c2ccco2)s1	-0.5	x	-17.0	-0.5	1.7	4.8	1.1	69.4*
COCCNC(=O)CCCn1c(=O)c2cc(OC)c(OC)cc2n(CC(=O)c2ccccc2)c1=O	-5.0	0.1	-6.7	-1.2	-1.3	-0.5	-3.5	-0.6
CN1/C(=C/C2CC(=O)N(c3ccc([N+](=O)[O-])cc3)C2=O)C(C)(C)c2ccccc21 (centres undefined)	-1.1	x	-34.2	1.4	0.4	1.8	0.8	3.4
CCOc1ncccc1C(=O)OCC(=O)Nc1ccc(S(=O)(=O)N2CCOCC2)cc1	-0.4	0.7	-4.4	-6.7	-19.3	0.3	x	-2.7
Cc1[nH]c(=O)[nH]c(=O)c1S(=O)(=O)N1CCCC(C(=O)N2CCN(c3ccccc3Cl)CC2)C1 (centres undefined)	-0.9	x	x	-12.4	-9.1	x	-2.0	x
Cc1ccc(C(=O)NCCS(=O)(=O)N2CCN(c3ccccc3F)CC2)cc1[N+](=O)[O-]	0.0	x	0.8	-8.9	-3.6	0.5	-0.7	2.8
COCC(=O)N(C)C[C@H]1Oc2cc(C#CCC(C)C)ccc2S(=O)(=O)N([C@@H](C)CO)C[C@@H]1C	-0.3	0.9	-1.9	-7.7	-8.4	-6.1	-3.9	1.1
O=C(NC1CCCCC1)C1CCCN1S(=O)(=O)c1ccc(Cl)cc1 (centres undefined)	0.6	0.1	-22.7	-3.7	-9.8	-1.5	0.7	-4.2
CC(NC(=O)CN(C)Cc1cccs1)c1ccccc1 (centres undefined)	x	-0.3	-12.2	4.8	x	2.8	x	6.2
CCNC(=O)C[C@H]1CC[C@@H]2[C@@H](COc3ccc(NC(=O)Nc4ccc(F)cc4)cc3C(=O)N2C)O1	0.3	0.2	-10.4	-12.8	12.0	-6.9	-0.3	0.7
C[C@H](CO)N1C[C@H](C)[C@@H](CN(C)Cc2ccc(C(=O)O)cc2)Oc2c(NS(=O)(=O)c3ccc(F)cc3)cccc2C1=O	5.4&-1.9	-0.4&0.0	6.7&-21.8	-8.0&0.1	3.0&-15.4	3.8&0.9	0.8&-6.8	-0.9&0.8
CN(C)c1ccc(CC(=O)N2CCCC(c3cc(C(=O)Nc4ccc5c(c4)OCO5)no3)C2)cc1 (centres undefined)	-1.2	0.2	-28.2	x	-4.3	-2.2	1.0	-2.5
CCC(=O)NC[C@@H]1[C@@H](c2ccc(C3=CCCCC3)cc2)[C@@H](CO)N1C(=O)C1CC1	x	0.1	6.5	x	x	-0.2	x	0.1
COc1ccc(-n2c(COc3cccc(C)c3)nnc2SCC(=O)O)cc1	-0.9	x	-9.4	4.7	4.4	2.2	-3.2	1.5
C[C@H](O)[C@@H]1C(=O)N2CCc3ccc(-c4ccccc4)cc3[C@@H]2C[C@@H]1N(C)C(=O)c1ccc(C#N)cc1	-1.0	0.2	-17.2	-1.4	-0.4	3.5	6.4	-0.1
O=C(NCCCc1ccccc1)C1CCC(=O)N(CCc2ccc(Cl)cc2)C1 (centres undefined)	-1.3	x	-5.6	6.5	0.2	-15.7	x	-4.1
CCOC(=O)CNC(=O)Cn1cnc2c(nnn2-c2cccc(Cl)c2)c1=O	-3.4	x	x	2.2	-23.2	x	-3.3	x
COc1cccc(/C=C2\SC(=O)N(CCC(=O)NCCCn3ccnc3)C2=O)c1	-2.2	x	-5.5	-1.5	-9.6	0.6	13.8	-1.3
CC(=O)N1[C@@H]2Cn3c(ccc(-c4ccccc4)c3=O)[C@H]1[C@@H](C(=O)Nc1ccccc1)[C@@H]2CO	-0.6	0.1	5.3	7.6	-0.5	-5.7	-0.8	-0.8
O=C(O)c1cc2n(n1)C(C(F)(F)F)CC(C1CC1)N2 (centres undefined)	-3.0	-0.1	-8.6	-3.9	-1.6	7.0	x	0.1
N#C[C@H]1[C@H](c2ccc(C3=CCCC3)cc2)[C@@H](CO)N1C(=O)c1ccccn1	-0.3	1.9	-12.9	-0.6	-2.8	-1.5	-1.9	2.0
COC(=O)c1ccc[n+](CC(=O)Nc2ccc(OC(F)F)cc2)c1	x	x	-5.6	-1.1	x	2.6	x	-0.5
CC[C@@H]1C(=O)[C@H](Cc2ccccc2)[C@H]2CCCC(=O)N3CC[C@@H]1[C@@H]23	1.3	-0.1	-10.4	-12.5	0.1	3.5	-8.9	0.2
CCOc1ccc(-c2cn(-c3ccccc3OC)c(=S)[nH]2)cc1	4.4	-0.1	-32.8	25.0	2.0	-0.7	16.3	1.2
OCCN1CCN(c2ncnc3c2ncn3[C@H]2CN(Cc3ccco3)C[C@@H](CO)O2)CC1	-1.2	-0.1	-6.7	x	-11.0	-2.4	-4.1	-6.4
COc1ccccc1-c1ccc([C@@H]2[C@H]3CN(C(=O)CN4CCOCC4)CCCCN3[C@H]2CO)cc1	1.6	-0.1	-0.8	1.4	-1.9	0.9	-5.7	1.2
Cc1cc(Cl)ccc1OC(C)C(=O)Nc1ccc(S(=O)(=O)Nc2cnc3ccccc3n2)cc1 (centres undefined)	-12.0	x	x	29.5	-4.7	x	2.4	x
COCC(=O)Nc1nnc(CCc2ccccc2)s1	-3.2	x	x	12.3	-14.0	x	-5.8	x
COc1ccc(S(=O)(=O)NCC(=O)N(CC(=O)NCC2CCCO2)Cc2ccc(F)cc2)cc1 (centres undefined)	-19.0	0.0	-8.6	-8.7	6.7	6.6	-3.7	3.8
COCC(=O)N(C)C[C@@H]1Oc2ncc(C#CCC3CCCC3)cc2C(=O)N([C@@H](C)CO)C[C@H]1C	2.5	-2.9	-7.1	11.1	3.0	1.0	-3.3	0.5

# Next part, starting with the last two of the part before.
Structure	PglD DTNB	E-sel inducer	RAD52 inh	ARNT-TACC3 inh	RAD54 branch	ERp5 inh	esBAF inh	Casp6 inh
COc1ccc(S(=O)(=O)NCC(=O)N(CC(=O)NCC2CCCO2)Cc2ccc(F)cc2)cc1 (centres undefined)	-19.0	0.0	-8.6	-8.7	6.7	6.6	-3.7	3.8
COCC(=O)N(C)C[C@@H]1Oc2ncc(C#CCC3CCCC3)cc2C(=O)N([C@@H](C)CO)C[C@H]1C	2.5	-2.9	-7.1	11.1	3.0	1.0	-3.3	0.5
CN1CCN(C(=O)C[C@H]2CC[C@H](NS(=O)(=O)c3cccc(F)c3)[C@H](CO)O2)CC1	0.5	-0.4	-10.9	x	0.0	5.9	-10.9	-1.7
COc1cccc(-c2c(C(=O)N/N=C(\C)COc3ccccc3)nnn2-c2nonc2N)c1	-0.1	x	-4.6	5.9	-8.9	x	-0.3	12.1
O=C(COC(=O)c1cccs1)Nc1cccc(S(=O)(=O)N2CCOCC2)c1	6.5	0.2	-4.7	6.0	-8.0	2.5	-8.4	0.9
CC(=O)NC(C)(c1ccccc1)c1nc(-c2cc(F)cc(F)c2)cs1 (centres undefined)	-4.2	0.0	-22.7	x	9.4	-1.7	-4.6	2.1
CC1CCN(C(=O)C(Cc2ccccc2)n2cccc2)CC1 (centres undefined)	0.2	0.0	-7.9	-2.0	7.1	-11.8	2.6	0.0
CN1CCN(C(=S)Nc2cccc(C(F)(F)F)c2)CC1	1.0	x	-6.0	0.5	-6.0	-3.6	3.9	9.9
Cc1cc(C)c(C#N)c(OCc2ccc(Cl)nc2)n1	8.5	0.0	-9.3	-8.0	-0.6	3.6	9.7	-2.6
CCOC(=O)C1CCCN(C(=O)CS(=O)(=O)Cc2ccccc2)C1 (centres undefined)	2.4	x	x	-1.4	12.4	x	1.1	x
CC(=O)c1sc(NC(=O)c2ccccc2C)nc1C	-3.7	x	-14.7	-2.6	-18.8	-7.9	76.2*	-0.8
C[C@H](CO)N1C[C@H](C)[C@@H](CN(C)C(=O)c2ccccc2)OCc2ccccc2-c2ccccc2C1=O	1.6	1.3	10.8	-6.8	-10.2	5.3	-5.5	0.1
CC(C)(Oc1ccc(Cl)cc1)C(=O)NCc1ccc(S(N)(=O)=O)cc1	x	0.3	-18.9	-3.7	x	-4.9	x	14.5
COCCCNC(=S)N1CCC(C(=O)c2ccc(Cl)cc2)CC1	-0.7	0.0	-0.3	2.3	-1.4	2.5	7.5	0.7
Cc1c(C)c2ccc(OCC(=O)N[C@@H](Cc3c[nH]c4ccccc34)C(=O)O)cc2oc1=O	-0.8	x	2.4	3.1	1.0	4.3	-0.9	5.1
CCn1c(SCc2nc3ccccc3[nH]2)nnc1-c1ccncc1	0.6	x	-20.9	-0.7	-3.5	4.0	6.8	-0.8
OCCN(Cc1ccccc1)Cc1nc(CC2CC2)no1	0.7	x	-0.9	-12.8	6.6	3.0	5.8	0.2
CCCc1nc2ccc(C(=O)OC)cn2c1Cc1cccc(F)c1	4.4	0.6	-20.5	x	6.9	-1.0	-7.5	-3.8
O=C(c1ccc(CS(=O)Cc2ccccc2Cl)o1)N1CCN(c2ccccn2)CC1 (centres undefined)	6.1	x	-0.4	20.0	-3.6	8.0	-5.5	-0.9
CCO[C@H]1OC(C(N)=O)=C[C@@H](C)[C@@H]1CCCO	-2.1	-0.1	-12.2	-3.9	-2.0	0.3	-2.8	-1.8
O=C(Nc1ccccc1)N1CC(=O)N2[C@@H](CO)[C@@H](c3ccc(C#CC4CCCC4)cc3)[C@@H]2C1	x	0.1	-9.2	x	x	5.3	x	1.2
COc1ccc(COC(=O)c2ccc(C)c(S(=O)(=O)N3CCOCC3)c2)cc1F	x	-1.2	-10.8	-4.5	x	1.8	-4.4	2.7
Cc1nc(SCC(=O)c2cccs2)c2oc3ccccc3c2n1	3.5	-1.1	x	-7.8	-19.6	x	x	x
COc1ccc(CC(=O)Nc2ccc(F)c(S(=O)(=O)N3CCOCC3)c2)cc1	-1.5	x	-8.8	5.0	-0.1	-11.0	-4.9	-1.2
CCOC(=O)c1sc2c(c1C)c(=O)n(Cc1ccccc1)c(=O)n2CCN(C)C	-0.9	-0.2	-23.3	3.1	-28.7	2.5	-6.2	-1.6
COc1ccc(C(O)P(=O)(OCCC(C)C)c2ccc(N(C)C)cc2)cc1OC (centres undefined)	x	1.9	6.2	18.8	x	-0.8	x	1.4
O=C(NC1CCCCC1)c1sc(=S)n2c1[nH]c(=O)c1ccccc12	-0.1	x	x	4.5	2.2	x	-14.4	x
O=C(N/N=C/c1cc(Cl)ccc1O)c1cccnc1	-8.1	x	-9.9	57.7*	-8.1	0.9	-54.4	-9.2
O=C1NC(=O)C(=Cc2ccc(Cl)c(Cl)c2)S1	-1.9	0.0	-3.1	-1.4	0.9	5.9	34.8	1.3
Cc1ccc(C)c(N(CC(=O)NCCC2=CCCCC2)S(C)(=O)=O)c1	1.7	x	x	4.3	0.2	x	-4.3	x
COc1cccc(S(=O)(=O)Nc2ccc3c(c2)C(=O)N(C)[C@@H]2CC[C@@H](CC(=O)O)O[C@@H]2CO3)c1	-1.7	-0.1	x	-3.2	6.5	x	-2.1	x
CCc1cc(OCCN2C(=O)NC(C)(C)C2=O)ccc1Cl	2.9	x	x	-1.9	-10.0	x	-2.0	x
C[C@@H]1CN([C@@H](C)CO)S(=O)(=O)c2ccc(-c3cccc(F)c3)cc2O[C@H]1CN(C)C(=O)Nc1cc(F)ccc1F	-4.9	-0.2	-23.3	2.5	0.6	2.3	-6.4	9.8
NC(=O)C1=C[C@@H](c2ccc(Br)cc2)C[C@@H](OCc2ccc(CO)cc2)O1	-2.8	0.2	-21.9	-1.1	2.7	-3.7	3.3	1.7
COCCCNC(=S)NNC(=O)c1ccccc1Br	x	x	-13.7	1.5	x	-3.8	x	-2.8
CCOc1ccccc1NC(=O)c1oc2ccccc2c1NC(=O)C1CC1	5.0	0.2	-7.1	-1.1	-2.3	6.4	x	-1.2

# Source: PubChem BioAssay
